Screening results from PubChem BioAssay.
NCF1 inh: inhibitors of human p47phox binding | P14598 | p47phox/p22phox peptide binding, fluorescence polarization, 2 h | actives 0.53% (n = 220,000) | inhibition, % at 24.7 µM | AID 1274;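 active = inhibition above about 30%, limit read from the data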;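 also: 0% = p47phox with labelled peptide and 100% = labelled peptide alone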
Target sequence (P14598 whole entry, looked up): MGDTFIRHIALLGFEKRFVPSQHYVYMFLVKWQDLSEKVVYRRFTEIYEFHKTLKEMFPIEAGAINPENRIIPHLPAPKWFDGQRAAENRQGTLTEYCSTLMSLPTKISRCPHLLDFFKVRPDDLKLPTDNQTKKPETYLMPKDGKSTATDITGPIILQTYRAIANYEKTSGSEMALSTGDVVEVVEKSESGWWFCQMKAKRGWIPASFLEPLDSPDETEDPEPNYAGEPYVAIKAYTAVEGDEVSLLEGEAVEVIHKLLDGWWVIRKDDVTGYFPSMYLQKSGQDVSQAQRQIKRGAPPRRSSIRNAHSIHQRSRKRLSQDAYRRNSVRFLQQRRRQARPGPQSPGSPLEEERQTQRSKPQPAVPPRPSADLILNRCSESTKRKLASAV
p97 ATPase inh: inhibitors of human p97 ATPase; P55072; recombinant p97 ATPase, Kinase-Glo ATP luminescence, 3 h; inhibition, % at 8 µM; actives 0.42% (n = 220,000); AID 1481; in the data active = inhibition above about 15%;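 also: 0% = DMSO vehicle and 100% = wells lacking enzyme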
TbHK1 inh: blocks Trypanosoma brucei hexokinase 1 activity; recombinant TbHK1, G6PDH-coupled NADH A340; inhibition, % at 10 µM; actives 0.11% (n = 220,000); AID 1430;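 active = inhibition of 50% or more in the single-dose primary screen; inactive = inhibition below 50%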
Runt-SMMHC FRET: blocks binding of human RUNX1 Runt domain to CBFb-SMMHC. Cerulean-Runt/Venus-CBFb-SMMHC FRET ratio 530/480, 1 h. Q01196+Q13951. actives 0.74% (n = 220,000). AID 1434. inhibition, % at 20 µM;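 active = mean inhibition across duplicate retests at 20 µM reaching about 50%, limit read from the data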;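 also: 0% = DMSO wells and 100% = wells with excess untagged CBFb-SMMHC; inhibitors lower the FRET ratio by blocking Runt binding to CBFb-SMMHC; some results filed as inactive read as strong as hits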
Runt-CBFb FRET: inhibitors of human RUNX1 Runt domain binding to CBFb; Q01196+Q13951; Cerulean-Runt/Venus-CBFb FRET ratio 530/480, 1 h; inhibition, % at 20 µM; actives 0.46% (n = 220,000); AID 1496;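 active = inhibition over about 50% at 20 µM in the single-dose screen, limit read from the data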;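 also: 0% = DMSO wells and 100% = excess unlabeled CBFb competitor control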
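Doses: 20 µM compound in 1% DMSO | Material: Cerulean-labeled Runt domain protein | Amount: Each fluorescent fusion protein 100 nM | Schedule: Two 1 h room-temperature incubations shielded from light | Measured by: FRET fluorescence | Evaluation: Loss of energy transfer signal | Controls: Unlabeled CBFb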
Furin inh: blocks human furin protease activity; AID 463115; inhibition, % at 30 µM; purified furin, fluorogenic substrate cleavage; actives 0.061% (n = 220,000); in the data active = inhibition above about 25%; also: inactives centre near -15
RBBP9 inhibitor: human RBBP9 hydrolase inhibition. O75884. recombinant RBBP9, FP-Rh probe fluorescence polarization. inhibition, % at 7.94 µM. actives 0.2% (n = 220,000). AID 1515;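 active = inhibition above the campaign mean of all tested compounds plus 3 SD, cut at about 14% in these data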;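 also: plate controls were DMSO wells with RBBP9 for no effect and wells lacking RBBP9 protein for full effect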
Target sequence (O75884 whole entry, looked up): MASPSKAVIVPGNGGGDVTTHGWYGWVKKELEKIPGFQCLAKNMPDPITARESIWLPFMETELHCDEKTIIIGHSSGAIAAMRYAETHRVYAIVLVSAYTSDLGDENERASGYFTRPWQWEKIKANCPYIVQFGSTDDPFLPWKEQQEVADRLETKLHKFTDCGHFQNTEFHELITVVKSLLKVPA
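Material: RBBP9 protein. Amount: RBBP9 at 2.5 µM in dispensed solution, before mixing. Schedule: 30 min then 45 min, 25 °C. Medium: Tris buffer pH 8.0, NaCl, Pluronic. Measured by: fluorescence polarization. Measure: percent inhibition from mP, scaled between DMSO and no-protein wells. Replication: one well per compound.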
m-calpain inh: inhibitors of pig calpain II | AID 1236 | purified calpain II, fluorogenic peptide substrate, 30 min | inhibition, % at 16 µM | actives 0.37% (n = 220,000);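 active = inhibition above about 50%, limit read from the data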
EBV gp42 block: inhibitors of Epstein-Barr virus glycoprotein 42; Fluorescence polarization binding assay, mP read-out; actives 0.42% (n = 220,000); inhibition, % (tested at 21.74 µM); AID 1085; in the data active = inhibition above about 50%
Target sequence (Q1HVG2 whole entry, looked up): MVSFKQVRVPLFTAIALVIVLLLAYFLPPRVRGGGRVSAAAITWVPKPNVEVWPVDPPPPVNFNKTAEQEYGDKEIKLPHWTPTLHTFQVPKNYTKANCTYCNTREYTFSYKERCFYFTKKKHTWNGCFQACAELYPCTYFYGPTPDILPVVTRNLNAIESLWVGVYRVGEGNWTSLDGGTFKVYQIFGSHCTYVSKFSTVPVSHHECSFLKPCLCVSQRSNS
* = called active by the depositor; i = inactive; x = not tested or not shown; [ ] = another dose, or the depositor's remark. This is a random part of the collection (roughly 2.7% active in at least one column).

no.	Compound	NCF1 inh	p97 ATPase inh	TbHK1 inh	Runt-SMMHC FRET	Runt-CBFb FRET	Furin inh	RBBP9 inhibitor	m-calpain inh	EBV gp42 block
1	COCCn1c(SCC(=O)Nc2ccc(Cl)c(S(=O)(=O)N(C)C)c2)nc2ccccc21	-12	1	-5	-4	1	-15[20 µM]	1	-33	-16
2	O=C(CSc1nc(-c2ccco2)cc(C(F)(F)F)n1)NC1CCCC1	-5	-7	-28	-3	-2	-23	-4	11	-3
3	COc1c(C)oc2cc(O)ccc2c1=O	4	-5	-23	1	3	-9	-12	i	15
4	COc1ccccc1Nc1nc2ccccc2[nH]1	0	-1	-1	2	11	-13[20 µM]	-3	8	1
5	Cc1cc(Cl)n2nc(C)c(-c3ccc(Cl)cc3)c2n1	-34	3	-3	-4	-6	-21	-5	-73	4
6	COc1cc(OC)nc(NC(=O)CSc2nc3ccccc3o2)n1	4	-2	-4	5	-2	-11[20 µM]	-8	9	-9
7	COCC(=O)N/N=C/c1ccc(Sc2nc3ccccc3s2)o1	-12	7	-13	-7	-4	-14[20 µM]	-6	-6	-23
8	COc1ccc(NC(=O)CC2Nc3cc(C)c(C)cc3NC2=O)c([N+](=O)[O-])c1 (centres undefined)	-8	-1	0	-2	0	-9	-5	18	-6
9	CCOc1ccc(CNC(=O)CCS(=O)(=O)Cc2ccc(C)cc2)cc1OC	3	3	5	2	-1	-35	-11	-10	-3
10	CCOC(=O)c1cc(NC(=O)N(C(C)C)C(C)C)c(C)nc1C	2	3	-3	3	-1	-1[20 µM]	1	-3	-1
11	O=C(Nc1cccc2nsnc12)c1ccc2c(c1)OCO2	-5	1	-4	3	2	-8[20 µM]	-5	-3	-4
12	CCCCOC(=O)c1ccc(NC(=O)CSc2nnnn2C)cc1	-3	-1	-4	2	-2	-11	2	-3	-8
13	CCn1c(SCC(=O)N2CCCc3ccccc32)nnc1-c1c[nH]c2ccccc12	-4	2	2	-3	-1	-21[20 µM]	8	38	-18
14	CCOC(=O)c1sc2c(c1C)C(c1cccs1)C1=C(CCCC1=O)N2 (centres undefined)	-10	3	-4	111*	99*	-29	-5	i	-6
15	COc1ccc(Cn2c(/C=C/c3ccccc3)nc3ccccc32)cc1	1	-9	-12	-4	0	-10[20 µM]	-15	-10	-6
16	CC(NC(=O)COC(=O)CCc1nc2ccccc2c(=O)[nH]1)c1ccccc1 (centres undefined)	-3	5	5	-7	-1	-25	-5	-16	6
17	Cc1ccc(C)c(S(=O)(=O)NCc2ccncc2)c1	8	0	2	-1	x	-18[20 µM]	4	22	-5
18	O=C(NCC(=O)N1CCN(S(=O)(=O)/C=C/c2ccccc2)CC1)c1ccc(Cl)cc1	-7	4	-2	1	0	-34	1	0	3
19	CCOC(=O)C1=C(C)NC(=O)NC1c1ccc(Br)s1 (centres undefined)	-20	-3	-11	-2	0	-18[20 µM]	0	-7	-12
20	Cc1ccc(-n2c(C)cc(C(=O)COc3c(CO)cc(F)cc3CO)c2C)cc1C	-10	-9	7	2	-1	7	-8	13	2
21	NC(CO)C(O)c1ccc([N+](=O)[O-])cc1 (centres undefined)	1	4	-3	-2	-1	-23	-2	1	-16
22	Cc1ccc(CNC(=O)CS(=O)CC(=O)O)cc1 (centres undefined)	-10	0	12	3	2	3[20 µM]	1	-21	-10
23	CCN1CCN(c2nn3c(=O)c4ccccc4nc3c3ccccc23)CC1	-7	-7	-20	-4	x	-12[20 µM]	-6	-97	-10
24	C=C(C)C1Cc2c(C)nn(-c3cccc4ccccc34)c2C1 (centres undefined)	-10	-3	2	-3	0	-15[20 µM]	-7	-14	-16
25	O=C1c2ccccc2C(=O)c2c1oc(C(F)(F)F)c2C(=O)c1ccccc1	-8	-1	1	-15	-1	-5[20 µM]	-1	4	-12
26	O=C(Cn1nc(C(F)F)cc1C(F)F)NNC(=S)Nc1ccc(Cl)cc1	-3	1	-1	1	4	-22[20 µM]	8	28	-11
27	O=C(CCNC(=O)Cn1ccc2ccccc2c1=O)NCCc1ccc(Cl)cc1	-7	4	35	2	-1	-13	-4	-4	-14
28	CCOc1cc(CNCCSc2nnnn2C)cc(Br)c1OCc1ccccc1F	-17	-8	0	-2	-9	-17[20 µM]	1	-16	-3
29	Cc1cc(C)n2nc(-c3ccc(F)cc3)nc2n1	-8	0	2	1	-3	-14[20 µM]	1	-5	-15
30	Cc1ccc(Nc2nc(C)c(CCC(C)C)c(=O)[nH]2)cc1	-9	-1	-5	1	-1	-16	-7	4	-16

Structures from the list above that have a nitro group on carbon (two):
no.	Compound	NCF1 inh	p97 ATPase inh	TbHK1 inh	Runt-SMMHC FRET	Runt-CBFb FRET	Furin inh	RBBP9 inhibitor	m-calpain inh	EBV gp42 block
8	COc1ccc(NC(=O)CC2Nc3cc(C)c(C)cc3NC2=O)c([N+](=O)[O-])c1 (centres undefined)	-8	-1	0	-2	0	-9	-5	18	-6
21	NC(CO)C(O)c1ccc([N+](=O)[O-])cc1 (centres undefined)	1	4	-3	-2	-1	-23	-2	1	-16

With a hit mark in Runt-SMMHC FRET, among the entries above:
no.	Compound	NCF1 inh	p97 ATPase inh	TbHK1 inh	Runt-SMMHC FRET	Runt-CBFb FRET	Furin inh	RBBP9 inhibitor	m-calpain inh	EBV gp42 block
14	CCOC(=O)c1sc2c(c1C)C(c1cccs1)C1=C(CCCC1=O)N2 (centres undefined)	-10	3	-4	111*	99*	-29	-5	i	-6

(continued)
no.	Compound	NCF1 inh	p97 ATPase inh	TbHK1 inh	Runt-SMMHC FRET	Runt-CBFb FRET	Furin inh	RBBP9 inhibitor	m-calpain inh	EBV gp42 block
31	O=C(Nc1nccs1)c1ccc(NC(=O)c2ccco2)cc1	-9	3	-25	0	0	-16[20 µM]	1	13	-12
32	CCOC(=O)COc1ccc2c(=O)c(-c3ccccc3OC)coc2c1	-2	0	-7	-4	-2	-26	-8	-54	-3
33	Cc1cc(C)n2nc(N)c(N=Nc3cccc(Cl)c3)c2n1	-8	-1	0	-4	-5	-15	2	-4	2
34	Cc1ccc(C)c(N2CC(=O)N(c3cc(C)ccc3C)CC2=O)c1	-10	7	6	3	-1	-13[20 µM]	-4	-17	-11
35	O=C1/C(=C\c2ccco2)SC(=S)N1c1ccccc1	-8	6	3	-11	12	-15	-4	-1	1
36	CC(=O)Nc1ccc(NC(=O)C(C)OC(=O)c2ccc3c(c2)OCCO3)cc1 (centres undefined)	-8	2	-1	3	2	-24	-9	-16	-20
37	O=C(CCN1CCCC1Cc1ccccc1)c1ccc2c(c1)OCCO2 (centres undefined)	-3	5	-9	-4	0	-7[20 µM]	-6	24	-6
38	CC(=O)c1ccc(/C=C/c2nc3ccccc3n2C)o1	5	9	-32	81*	9	-9	-1	-298	9
39	Cc1nn(-c2ccc(F)cc2)c(Cl)c1/C=C/C(=O)N1CCNC(=O)C1	-15	1	-2	-1	0	-20	-3	5	-21
40	O=C(Nc1ccccc1F)c1ccc(CNS(=O)(=O)c2cccc(C(F)(F)F)c2)cc1	-7	-3	-1	-2	1	-15[20 µM]	-7	10	0
41	Cc1cc(C(=O)COC(=O)CCc2nc3ccccc3s2)c(C)n1C	-2	-4	-1	-1	2	-23[20 µM]	-4	8	1
42	CN(Cc1cnn(C)c1)Cc1nc(COc2ccccc2)no1	0	0	-6	22	-1	-21	-1	-14	2
43	CC(/C=C/c1ccccc1)=N/NC(=O)CNC(=O)c1ccccc1F	-1	4	-7	0	-1	-17	-9	15	1
44	COC(=O)c1sccc1Oc1c(Cl)cccc1[N+](=O)[O-]	-3	1	-11	4	1	-11	-5	5	-11
45	C/C(=N\NC(=O)CN1CCN(S(=O)(=O)c2ccc(C)cc2)CC1)c1cccnc1	-8	5	-4	5	0	-14	-9	6	-25
46	CCN1CCn2c3c(c4cc(Br)ccc42)CCCC31 (centres undefined)	x	1	-14	x	x	-15[20 µM]	-3	x	x
47	NC(=O)CC(NC(=O)Cc1cccc2ccccc12)c1ccc(NCc2ccc(F)cc2)c([N+](=O)[O-])c1 (centres undefined)	4	x	17	-6	-4	-28	x	-17	-33
48	CCOc1ccc(N2C(=O)CC(NNc3nc4ccccc4s3)C2=O)cc1 (centres undefined)	-7	-3	-11	-2	-1	-28	-11	-6	-11
49	COc1ccc(NC(=S)N/N=C2/CCCc3c(C)cc(C)cc32)cc1	-21	-1	-18	-2	-1	-13[20 µM]	0	-17	-21
50	CCCN(c1ccc(C(C)C)cc1)S(=O)(=O)c1c(C)[nH]c(=O)[nH]c1=O	-2	-1	-6	-1	-4	-28	-2	32	-11
51	CCOc1ccccc1OCCOc1ccccc1CC	-7	-1	-1	0	-2	-4[20 µM]	-8	-15	-17
52	CC(NCc1ccccc1Cl)C(=O)Nc1ccc(S(=O)(=O)N2CCCC2)cc1 (centres undefined)	-2	2	1	-91	-2	-26	-4	14	-1
53	COc1ccc2nc(NNC(=O)C3COc4ccccc4O3)sc2c1 (centres undefined)	-6	11	3	15	44	-13	9	-8	-18
54	CCOc1cc(C)c(S(=O)(=O)Nc2ccc(Cl)cn2)cc1C	1	4	5	4	-1	-14	-2	-30	8
55	CC(=O)c1cc(C(=O)Nc2ccccc2C(=O)O)oc1C	0	3	-3	-3	-2	-13	-1	0	-3
56	CCN1CCN(Cc2ccc(NC(=O)c3ccc(C)c(NC(=O)C[C@@H]4NC(=O)[C@H](Cc5ccccc5)NC4=O)c3)cc2C(F)(F)F)CC1	1	x	1	8	2	-12	x	10	1
57	CN=CC1=C(O)C(C(=O)OC)C(C)(C)CC1=O (centres undefined)	9	5	-4	-2	1	-20	-2	19	2
58	CCCc1nnc(NC(=O)C(C)N2C(=O)C3C4C=CC(C4)C3C2=O)s1 (centres undefined)	-3	5	3	2	1	-26[20 µM]	-7	-17	-20
59	CCOc1ccc(OCC(=O)Nc2ccc(OC)cc2)cc1	-6	-4	-5	1	2	-7[20 µM]	-11	-3	-12
60	COc1ccccc1CN1C(=O)c2ccncc2C1=O	-1	3	9	3	-1	-22	-4	-3	-2
61	CN(C)C=Nc1ccc(Cl)c(Cl)c1	-3	1	-5	-4	0	-21	-2	9	-12
62	C=CCSc1nc(C)cc(C(=O)OCC)c1C#N	-3	8	-5	0	-2	-17	3	11	-9
63	CCC(=O)NC(=S)Nc1cc(C(=O)O)ccc1OC	4	-2	10	1	-1	-4	-5	-2	-14
